Screens deposited in PubChem by National Center for Advancing Translational Sciences (NCATS).
TRHR enhancer – allosteric enhancers of human TRH receptor | P34981 | TRHR cells, fluo-8 calcium fluorescence, EC20 TRH enhancement | enhancement, % at 2 µM | hit rate 0.66% among 360,000 | AID 493056; in the data active means enhancement above about 30%; further: 0% is about no effect
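TRHR-expressing cells loaded with fluo-8 calcium dye were read kinetically (ex 480/em 530) during compound addition, then stimulated with an EC20 of TRH (10 nM final). Enhancement of the Gq-mediated intracellular calcium response was scored.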
PI4K2A block – inhibitors of human PI4K2A | purified PI4K2A, ADP-Glo luminescence, 1 h; active compounds read low | activity change, negative = inhibition, % at 76.9 µM | hit rate 0.13% among 420,000 | AID 1346378; in the data active means activity change below about -50%; inconclusive means mostly about -30% to -49%;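 further: -100% = wells without enzyme as full effect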
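ADP-Glo luminescence measured ADP generated by PI4K2A enzyme (4 ug/mL before mixing) with 1.2 mM PI substrate (pre-mix) and 300 microM ATP (pre-mix). Tris pH7.5 buffer with MgCl2, Triton X-100; 1 h reaction at ambient temperature.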
D2 ag – agonists of human D2 dopamine receptor. P14416. HEK293 T-REx D2 cells, calcium flux agonist mode. activation, % at 2 µM. hit rate 0.53% among 340,000;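 active means activation over 3 SD above normal in the single-dose calcium agonist read, cut at about 30% in these data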; further: 0% is about no effect
Target sequence (P14416 whole entry, looked up): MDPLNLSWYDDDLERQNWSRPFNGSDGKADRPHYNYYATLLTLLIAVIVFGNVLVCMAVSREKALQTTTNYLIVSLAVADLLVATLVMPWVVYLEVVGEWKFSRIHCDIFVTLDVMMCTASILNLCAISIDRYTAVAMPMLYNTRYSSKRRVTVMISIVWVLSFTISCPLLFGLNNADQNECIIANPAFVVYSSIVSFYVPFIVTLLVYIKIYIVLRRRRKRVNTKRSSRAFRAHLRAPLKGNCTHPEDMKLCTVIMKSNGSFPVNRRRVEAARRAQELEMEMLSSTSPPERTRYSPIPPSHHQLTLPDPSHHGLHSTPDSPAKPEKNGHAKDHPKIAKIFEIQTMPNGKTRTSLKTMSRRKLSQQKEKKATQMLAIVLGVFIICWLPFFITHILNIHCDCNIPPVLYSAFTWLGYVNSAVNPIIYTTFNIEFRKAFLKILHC
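Agonism is scored from calcium flux in a force-coupled, inducible HEK293 cell line expressing D2, read kinetically for 180 s after compound addition against dopamine controls.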
USP1 inh – blocks the human USP1/UAF1 deubiquitinase complex; O94782; recombinant USP1/UAF1, Ub-Rhodamine cleavage fluorescence; Potency, µM (series often up to 57.1 µM), for inactives: at the highest dose activity change, negative = inhibition, hits mostly inhibitors; hit rate 0.23% among 390,000; further: potency means the concentration at half of the fitted maximal effect; on the % scale 0 is the no-effect control and ±100 the full control effect; nearly all actives have a fitted effect of over 60% in size; inactives centre near -12
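USP1/UAF1 complex (1 nM) preincubated 15 min at room temperature with compound, then Ub-Rho substrate (150 nM final) added. Kinetic fluorescence at 480/540 nm over 6 reads at 60 s intervals; 50 mM HEPES pH 7.8, 0.5 mM EDTA, 0.1 mg/ml BSA, 1 mM TCEP, 0.01% Tween-20.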
TrxR1 substrate – substrates of rat thioredoxin reductase 1. Potency, µM (doses to about 114 µM), for inactives: at the highest dose activity change, negative = substrate turnover. O89049. AID 588456. hit rate 0.01% among 390,000. purified TrxR1 substrate turnover, NADPH consumption readout; further: potency means the concentration at half of the fitted maximal effect; on the % scale 0 is the no-effect control and ±100 the full control effect; nearly all actives have a fitted effect of over 50% in size
Target sequence (O89049 whole entry, looked up): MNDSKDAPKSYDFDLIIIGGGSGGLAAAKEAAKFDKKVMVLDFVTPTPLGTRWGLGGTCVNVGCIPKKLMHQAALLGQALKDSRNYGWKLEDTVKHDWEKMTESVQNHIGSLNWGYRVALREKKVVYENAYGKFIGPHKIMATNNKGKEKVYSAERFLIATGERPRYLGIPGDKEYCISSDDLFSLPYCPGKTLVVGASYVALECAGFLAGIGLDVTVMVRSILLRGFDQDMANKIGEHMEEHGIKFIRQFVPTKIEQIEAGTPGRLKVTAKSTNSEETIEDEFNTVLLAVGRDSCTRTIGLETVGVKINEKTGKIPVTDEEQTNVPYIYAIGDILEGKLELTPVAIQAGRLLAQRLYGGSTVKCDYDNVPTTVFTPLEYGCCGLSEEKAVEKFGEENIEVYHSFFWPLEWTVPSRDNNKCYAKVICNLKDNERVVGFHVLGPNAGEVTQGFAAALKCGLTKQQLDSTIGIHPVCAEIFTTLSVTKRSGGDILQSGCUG
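Rat TrxR1, dispensed at 90 nM, was prereduced with 400 uM NADPH (final) for 5 min at ~22 deg C, then incubated with compound 15 min before 400 uM selenite. A first-read NADPH fluorescence drop versus no-compound background flagged substrates.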
rTrxR1 inhibitor – inhibitors of rat thioredoxin reductase 1 | hit rate 1% among 390,000 | Potency, µM (titrated, usually from 114 µM), without a hit: top-dose activity change, negative = inhibition, most hits filed as inhibitors | recombinant rTrxR1, NADPH fluorescence consumption, selenite substrate | O89049; further: potency means the concentration at half of the fitted maximal effect; on the % scale 0 is the no-effect control and ±100 the full control effect; nearly all actives have a fitted effect of over 65% in size
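Rat TrxR1 (90 nM in the dispensed reagent) was pre-reduced with 400 uM NADPH for 5 min at room temperature, then incubated with compound for 15 min. After 400 uM selenite was added, NADPH fluorescence (Ex 340/Em 450 nm) was followed for 8 min.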
mIDH1 inhibitor – inhibitors of human mutant IDH1 R132H; O75874; IDH1-R132H enzyme, NADPH consumption, diaphorase/resazurin fluorescence; Potency, µM (top dose mostly 76.6 µM), without a hit: at the top dose activity change, negative = inhibition, hits mostly inhibitors; hit rate 0.093% among 390,000; AID 602179; further: potency means the concentration at half of the fitted maximal effect; on the % scale 0 is the no-effect control and ±100 the full control effect; nearly all actives have a fitted effect of over 65% in size
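IDH1-R132H (0.5 ug/mL dispensed) in pH 7.5 Tris buffer was preincubated 30 min with compound, then given a substrate mix of 0.016 mM NADPH and 2 mM alpha-KG for 80 min at room temperature; remaining NADPH was read by diaphorase/resazurin fluorescence.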
TRHR agonist – activates the human TRH receptor. hit rate 0.18% among 360,000. P34981. TRHR cells, calcium flux fluo-8, FDSS agonist mode. activation, % at 2 µM; in the data active means activation above about 30%; further: 0% is about no effect
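TRHR-expressing cells loaded with fluo-8 calcium dye; 23 nL library compound pin-transferred, kinetic FDSS fluorescence (Ex 480/Em 530) recorded about 180 s for agonist-induced calcium release, before a 10 nM TRH EC20 addition for potentiator mode.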
D2 antagonist – antagonizes the human D2 dopamine receptor; hit rate 2% among 340,000; HEK293 TREx D2 cells, calcium flux, dopamine EC80; inhibition, % at 10 µM; in the data active means inhibition above about 30%; further: 0% is about no effect
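Antagonism is scored as inhibition of an EC80 dopamine-evoked calcium signal in a force-coupled, tetracycline-inducible HEK293 T-REx D2 line, with compound present 180 s before agonist.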
An asterisk follows results filed as active; ? = inconclusive; . = no result given; [ ] = remark or other dose. Unless noted, the call rests on the fitted dose curve; in most records, active means well fitted inhibition curve with a large enough effect; inconclusive means small, poorly fitted or top-dose-only effect; inactive means no such curve, though single readings can be large or run the other way.

SMILES	TRHR enhancer	PI4K2A block	D2 ag	USP1 inh	TrxR1 substrate	rTrxR1 inhibitor	mIDH1 inhibitor	TRHR agonist	D2 antagonist
O=S(=O)(Nc1nc2ccccc2[nH]1)c1ccc(Cl)cc1	3.5	-4.8	-1.3	-5.3%	2.5%	5.6%	11.2%	-0.3	6.8
CSc1ccccc1OCc1cc(C(=O)NCCc2ccco2)no1	3.3	0.3	-0.7	-13.9%	5.6%	3.7%	2.0%	-2.1	-21.3
CCOC(=O)C1=C(O)/C(=C/c2cn(CC(=O)NCC3CCCO3)c3ccccc23)SC1=Nc1ccc(C)cc1 (configuration not stated)	.	0.6	.	-26.6%	-14.2%	-14.9%	-0.6%	.	.
NC(=O)c1ccccc1N	.	-3.1	.	-27.0%	120.6%[activator]	2.9%	4.1%	.	.
COc1cc([N+](=O)[O-])ccc1NC(=O)NCC1CCN(Cc2ccc(Cl)cc2)CC1	15.6	-1.2	2.2	-24.3%	-6.4%	6.9%	-0.1%	3.2	-14.9
CCOc1ccc(CC(=O)NCCc2sc(-c3cccc(F)c3)nc2C)cc1	-0.8	-1.1	-0.7	-18.7%	8.5%[57.1 µM]	12.8%[57.1 µM]	4.0%	-0.2	.
COc1ccc(NC(=O)CSc2nnc3scc(-c4ccc(Cl)cc4)n23)cc1	4.2	-3.8	-1.9	-23.3%	8.5%	13.7%	.	-1.0	.
CC(C)[C@@H](C(=O)N1CCNCC1)n1cc(CCO)nn1	-0.8	-6.1	-0.1	?	2.3%	25.1%	-10.7%[38.3 µM]	-0.2	-11.7
COC(=O)N1[C@H](C)C=C[C@]1(Cc1ccccc1)C(=O)NCCCNc1ncc(C(F)(F)F)cc1Cl	.	0.5	.	-5.3%	?	-23.7%	13.2%	.	.
O=C1CCCN1c1ccc(S(=O)(=O)N2CCCCC2)cc1[N+](=O)[O-]	-0.7	-17.0	.	2.6%	-20.7%[11.4 µM]	21.5%[11.4 µM]	10.4%	0.1	.
COc1ccc(CN(CCC(c2ccco2)C(C)C)C(C)=O)cc1OC (configuration not stated)	-8.9	5.6	-0.1	-15.4%	2.0%	-3.0%	14.0%	-1.3	19.9
CCOc1ccccc1OCC(=O)OCC(=O)NNC(=O)c1ccc([N+](=O)[O-])cc1	30.1*	4.7	-1.2	-14.4%	-3.9%	-7.1%	4.2%	-0.1	10.9
COc1ccc(NC(=O)CN(C)CC(=O)Nc2ccccc2SC)cc1	-3.1	-0.2	-0.5	-5.4%	-2.4%	-8.0%	7.1%	0.4	-7.6
O=C(Cn1cc(SCc2ccccc2Cl)c2ccccc21)N1CCCCCC1	0.6	-0.8	0.6	-5.4%	-1.9%	27.8%	-12.8%	-0.2	.
O=C(Cc1n[nH]c(=O)c2ccccc12)NC(c1ccccc1)c1ccccc1	-2.3	-3.6	0.2	-19.4%	4.6%	16.0%	1.5%	-0.2	-5.2
CCN1C(=O)/C(=C/c2ccc(C)s2)SC1=Nc1ccc(OC)cc1	4.9	6.9	0.4	-23.3%	3.8%[57.1 µM]	-13.2%[57.1 µM]	-1.0%	2.5	-1.2
COC(CNC(=O)c1cccnc1)OC	-4.6	-1.8	0.1	-15.3%	3.9%	3.5%[57.1 µM]	14.3%	-0.8	-4.0
O=C(CN1C(=O)/C(=C/c2ccc(C(F)(F)F)cc2)Sc2ccccc21)NCCCN1CCOCC1	7.1	-0.5	.	-24.0%	-2.1%	11.4%	-1.7%	4.2	.
CSc1nc(C)cc(Nc2c(C)cc(C)cc2C)n1	-1.8	2.1	1.2	-30.8%	3.1%	20.8%	-3.9%	0.0	.
C/C=C\C=C/C(=O)Nc1cccc(C2=NOC3(C2)C[C@@H](C(N)=O)N(C(=O)C2(C)CC2)C3)c1 (some centres not stated)	11.4	-8.7	-0.1	-14.4%	3.2%	28.2µM*	-8.5%	0.1	-0.7
O=C(/C=C/c1cc2c(cc1Br)OCO2)NCc1ccc(Cl)cc1	-2.0	-5.6	0.6	-6.1%	8.6%	25.2%	4.1%	0.2	11.0
CCOC(=O)Nc1cccnc1Sc1ccc(Cl)cc1	.	-1.6	.	-18.0%	2.0%	5.5%	0.0%	.	.
CN(C)CCNC(=O)c1c(NC(=O)c2ccccc2)sc2c1CCCC2	12.1	-6.3	.	-22.7%	-2.9%	7.1%	2.2%	0.8	.
CCC/C(=N\NC(=O)CNC(=O)/C=C/c1ccco1)c1ccccc1	-3.0	1.4	0.6	-5.8%	-9.1%	-23.8%	0.8%	-0.1	-10.5
Cc1cccc(NC(=O)CSCC(=O)N(C)CCOc2ccc(Cl)cc2)c1	-7.6	-3.2	-0.7	-12.8%	-6.3%	6.0%	3.8%	-0.1	1.1
COc1cccc(-c2nc(-c3ccc(-c4ccccc4)nc3OC)no2)c1	-7.3	-0.7	-1.6	-11.5%	47.7%[activator]	-23.9%	8.6%	-0.9	.
Cc1ccc(NC(=S)Nc2ccc(S(=O)(=O)Nc3ncccn3)cc2)c(C)c1	-6.4	-8.9	0.0	-20.2%	-4.1%	-3.8%	2.8%	0.4	-11.4
N#Cc1ccc(C(=O)NC23CC4CC(CC(C4)C2)C3)cc1	2.1	2.6	2.4	-5.3%	9.1%[57.1 µM]	17.3%[57.1 µM]	3.9%	-0.4	-11.5
O=C(CSc1nnnn1-c1ccccc1)c1ccc(O)cc1O	2.2	-0.4	-1.4	-23.0%	0.6%	10.9%	-4.9%	-0.6	-2.8
O=C(NC1CCCCC1)C1CCN(S(=O)(=O)c2cccc3nonc23)CC1	-3.8	-0.2	0.3	-3.4%	-0.3%	1.3%	-2.6%	0.5	-4.5
COc1ccc(-n2c(=O)c3c4c(sc3n(CC(=O)N3CCCCC3C)c2=O)CCC4)c(OC)c1 (configuration not stated)	-0.7	0.8	-0.3	-1.0%	2.7%	6.0%	-4.9%	-0.7	.
O=C(O)/C=C/C(=O)NNc1ccc([N+](=O)[O-])cc1	1.7	-1.2	.	3.1%	-12.5%	-37.6%	4.4%	1.0	.
COCCCNC(=O)c1ccc2nc(CCc3ccccc3)oc2c1	-6.3	-5.3	0.9	-25.4%	3.8%[57.1 µM]	9.6%[57.1 µM]	3.8%	0.3	.
Fc1ccc(NC(=S)NCCN2CCOCC2)cc1	2.3	2.8	0.5	-19.1%	10.6%[11.4 µM]	1.5%[11.4 µM]	0.9%	0.1	24.4
O=C(CCCO)NNc1c2ccccc2nc2ccccc12	-5.1	9.2	1.8	-9.6%	13.5%[57.1 µM]	21.5%[57.1 µM]	0.9%	-0.2	12.4
COc1ccc(/C=C/C(=O)Nc2cc(C(F)(F)F)ccc2Cl)cc1OC	1.0	-4.7	-1.2	-16.4%	23.9%	14.5%	8.3%	-0.5	-12.1
COc1ccc(NC(=O)Cn2c(SCc3ccc(F)cc3)nc3cccnc32)cc1OC	6.2	-6.6	-0.3	-13.3%	-6.2%	-2.8%	14.5%	0.2	.
COc1cccc(-c2c(C(=O)N/N=C/c3ccsc3)nnn2-c2nonc2N)c1	1.7	2.0	-1.4	-7.4%	-4.5%	18.2%	19.9%	-0.5	1.2
CCc1ccc2c(c1)cc(CN(C(=S)Nc1ccccc1C)C1CC1)c1nnnn12	1.2	1.0	-0.4	-1.9%	12.7%[57.1 µM]	-51.5%[57.1 µM]	6.0%	0.0	-2.7
CC1CC(C)CN(C(=O)C(C)N(C)CC(=O)Nc2ccccc2Cl)C1 (configuration not stated)	-1.9	1.7	0.1	-9.9%	-3.4%	23.1%[57.1 µM]	3.1%	0.1	2.6
CC1(C)CC[C@@]23CC[C@]4(C)[C@@](OC2=O)(C3C1)[C@H]1O[C@H]1C1[C@@]2(C)CC[C@H](O)C(C)(C)C2CC[C@]14C (some centres not stated)	.	2.0	.	?	3.5%	17.7%	-2.5%	.	.
COc1ccccc1NC(=O)C(=O)c1cn(CC(=O)N2CCCC2)c2ccccc12	-9.4	-2.4	0.1	-25.1%	-0.1%	13.3%	8.7%	1.0	-16.3
CC1CCCC(C)N1C(=O)c1ccc(CS(=O)(=O)c2ccccc2)cc1 (configuration not stated)	-2.3	-1.6	5.6	-12.7%	-3.1%	-0.5%	8.7%	-0.1	2.5
CC1(c2nnc(-c3cccc(Cl)c3)o2)CC(c2cccnc2)=NO1 (configuration not stated)	.	0.5	.	-18.1%	0.9%	3.9%	3.3%	.	.
Cc1ccc(NC(=S)NNC(=S)Nc2cccc(C(F)(F)F)c2)cc1	-1.4	17.3	-0.6	-23.9%	-14.0%	-21.0%	-9.8%	0.1	-13.3
O=C(CC(c1ccccc1)c1cc(Br)ccc1O)NCc1ccco1 (configuration not stated)	5.1	1.0	-0.5	-19.1%	-7.8%	-27.2%	0.7%	-1.0	-3.5
Cc1ccc(NC(=O)Nc2ccc3c(c2)nnn3C)cc1C	11.7	2.3	0.1	-19.4%	1.4%	13.9%	-0.6%	0.2	-12.2
COCCOC(=O)c1c(C)n(C)c2ccc(OC(=O)c3ccco3)cc12	-10.8	3.8	0.4	-5.6%	4.0%	12.2%	0.9%	0.5	-17.6

Quoted at random: 3 compounds from above
SMILES	TRHR enhancer	PI4K2A block	D2 ag	USP1 inh	TrxR1 substrate	rTrxR1 inhibitor	mIDH1 inhibitor	TRHR agonist	D2 antagonist
Cc1ccc(NC(=S)NNC(=S)Nc2cccc(C(F)(F)F)c2)cc1	-1.4	17.3	-0.6	-23.9%	-14.0%	-21.0%	-9.8%	0.1	-13.3
COc1ccccc1NC(=O)C(=O)c1cn(CC(=O)N2CCCC2)c2ccccc12	-9.4	-2.4	0.1	-25.1%	-0.1%	13.3%	8.7%	1.0	-16.3
CC1(C)CC[C@@]23CC[C@]4(C)[C@@](OC2=O)(C3C1)[C@H]1O[C@H]1C1[C@@]2(C)CC[C@H](O)C(C)(C)C2CC[C@]14C (some centres not stated)	.	2.0	.	?	3.5%	17.7%	-2.5%	.	.
